From PubChem
FUS suppressor – FUS proteinopathy suppression in yeast. Potency, µM (top dose mostly 76.6 µM), inactives show at the top dose growth rescue (activation), most hits filed as activators. AID 1347120. S. cerevisiae FUS-expressing, growth rescue, OD600, 24 h. hit rate 0.24% among 390,000;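 also: plate controls were DMSO vehicle for no effect and reference control for full effect; nearly all actives have a fitted effect of over 55% in size; some results filed as inactive show a strong effect at the top dose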
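Galactose (2%) drives FUS expression in yeast precultured in raffinose; seeding density OD 0.005. Test compounds incubated 24hr at 30C and 99% humidity before absorbance at 600 nm was measured.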
TDP43 rescue – rescues yeast growth from TDP-43 toxicity; TDP-43 expressing yeast growth rescue, BacTiter-Glo, 24 h; Potency, µM (top dose mostly 46.1 µM), inactives show at the highest dose growth rescue (activation), actives largely listed as activators; hit rate 1.8% among 410,000; also: % of control where 0% means no effect; nearly all actives have a fitted effect of over 50% in size
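Growth rescue of TDP-43-toxic yeast measured as ATP luminescence (BacTiter-Glo). Cells grown to mid-log in raffinose, induced in galactose at OD600=0.02, exposed to compound 24 hr at 30 deg C.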
aSyn rescue – alpha-synuclein toxicity inhibition in yeast; Yeast expressing alpha-synuclein, growth rescue, BacTiter-Glo, 24 h; Potency, µM (series often up to 46.1 µM), without a hit: at the top dose growth rescue (activation), actives largely listed as activators; hit rate 0.14% among 370,000; also: % of control where 0% means no effect; nearly all actives have a fitted effect of over 65% in size
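Screening used galactose-induced yeast with toxic alpha-synuclein levels, exposed to compound for 24 hr at 30 deg C. Cell growth, read with BacTiter-Glo luminescence, gave the measured signal.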
EPAC2 agonist – EPAC2 (human) agonism. Q8WZA2. EPAC2 activation, biochemical qHTS; response scale: 100% = 6.5 mM cAMP response. Potency, µM (top dose mostly 154 µM), for inactives: at the highest dose activation, actives largely listed as activators. hit rate 0.079% among 360,000; also: nearly all actives have a fitted effect of over 50% in size
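EPAC2 (100 nM) mixed with Rap1B loaded with BODIPY-GDP (250 nM) plus 50 uM unlabeled GDP; compounds pinned in, 5 min RT, then read every 5 min for 30 min (ex 480, em 540 nm). Normalized to cAMP control.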
EPAC1 ag – EPAC1 (human) agonism; O95398; EPAC1 agonist qHTS, biochemical assay; response scale: 100% = response to 6.5 mM cAMP; Potency, µM (doses to about 154 µM), for inactives: at the top dose activation, actives largely listed as activators; hit rate 0.073% among 360,000; AID 720707; also: nearly all actives have a fitted effect of over 60% in size
Target sequence (O95398 whole entry, looked up): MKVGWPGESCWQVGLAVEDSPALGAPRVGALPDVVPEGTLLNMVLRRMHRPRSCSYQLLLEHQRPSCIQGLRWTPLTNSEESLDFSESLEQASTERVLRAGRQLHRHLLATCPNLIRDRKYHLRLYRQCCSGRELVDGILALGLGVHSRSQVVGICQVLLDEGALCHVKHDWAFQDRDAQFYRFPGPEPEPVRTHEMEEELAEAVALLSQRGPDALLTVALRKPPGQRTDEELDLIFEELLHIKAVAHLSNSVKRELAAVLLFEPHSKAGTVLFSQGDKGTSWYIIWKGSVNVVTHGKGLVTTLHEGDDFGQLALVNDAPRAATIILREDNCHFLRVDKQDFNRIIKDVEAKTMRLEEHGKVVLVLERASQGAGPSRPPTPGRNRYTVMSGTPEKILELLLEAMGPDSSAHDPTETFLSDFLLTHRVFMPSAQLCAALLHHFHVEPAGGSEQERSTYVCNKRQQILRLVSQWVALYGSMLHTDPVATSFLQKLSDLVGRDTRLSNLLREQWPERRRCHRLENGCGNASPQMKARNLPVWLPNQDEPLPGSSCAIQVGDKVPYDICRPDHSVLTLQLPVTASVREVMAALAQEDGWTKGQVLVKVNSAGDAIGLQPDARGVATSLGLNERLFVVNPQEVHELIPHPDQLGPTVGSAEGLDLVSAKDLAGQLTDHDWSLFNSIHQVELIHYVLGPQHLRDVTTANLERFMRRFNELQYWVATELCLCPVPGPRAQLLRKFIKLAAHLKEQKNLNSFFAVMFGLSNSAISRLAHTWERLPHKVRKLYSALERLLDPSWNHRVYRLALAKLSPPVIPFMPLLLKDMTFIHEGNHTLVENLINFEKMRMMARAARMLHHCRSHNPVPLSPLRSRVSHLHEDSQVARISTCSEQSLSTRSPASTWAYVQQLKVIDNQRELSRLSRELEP
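EPAC1 100 nM, Rap1B–BODIPY-GDP 250 nM, unlabeled GDP 50 uM; compound titration; 5 min RT; kinetic read ex480/em540 at 5-min intervals ×30 min; data normalized to 6.5 mM cAMP agonist control.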
PTHR1 ag – agonists of human PTHR1 parathyroid hormone receptor; Q03431; HEK293 GP2 PTHR1 cells, GloSensor cAMP luminescence, 1 h; Potency, µM (doses to about 115 µM), for the others: top-dose activation, most hits filed as activators; hit rate 0.075% among 410,000; AID 743266; also: nearly all actives have a fitted effect of over 55% in size; some results filed as inactive show a strong effect at the top dose; inactives centre near -15; many of its hits are not listed in these tables
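HEK-293-derived GP2 cells expressing PTHR1 and a GloSensor cAMP reporter, 3,000/well, plated overnight, given luciferin plus IBMX (each 0.5 mM as added) for 1 h at 37 °C, then compound for 1 h at 37 °C. Luminescence was read after 15 min at room temperature.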
EPAC1 antag – antagonists of human EPAC1; O95398; Potency, µM (titrated, usually from 115 µM), without a hit: top-dose activity change, negative = inhibition, usual class: inhibitors; EPAC1 GEF assay, Rap1b-BODIPY-GDP exchange fluorescence; hit rate 0.14% among 360,000; AID 720709;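 also: plate controls were vehicle for no effect and positive control for full effect; nearly all actives have a fitted effect of over 50% in size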
EPAC2 antag – EPAC2 (human) antagonism; Q8WZA2; EPAC2 GEF exchange of Rap1B-BODIPY-GDP, fluorescence; Potency, µM (series often up to 114 µM), without a hit: at the highest dose activity, negative = inhibition, hits mostly inhibitors; hit rate 0.18% among 360,000; also: % is scaled to controls: 0 for no effect and ±100 for the full control effect; nearly all actives have a fitted effect of over 45% in size; many of its hits are not listed in these tables
Numbers without * were called inactive; i = inactive; ? = inconclusive; · = not tested or not shown; & = joins results of further samples; [ ] = dose if it differs, or a comment. Calls follow the shape of the dose curve; as a rule, active = well fitted curve in the direction sought with a large enough effect; inconclusive = small, poorly fitted or top-dose-only effect, or another doubt; inactive = no such curve, though single readings can be large; an effect the other way counts as inactive or inconclusive. Potency is read from the fitted curve at half-maximal effect. This is a subset, so the mix of outcomes need not match the whole.

SMILES	FUS suppressor	TDP43 rescue	aSyn rescue	EPAC2 agonist	EPAC1 ag	PTHR1 ag	EPAC1 antag	EPAC2 antag
O=C(Nc1ccc(N2CCN(C(=O)c3cccs3)CC2)cc1)c1cccnc1	7.5%	-10.7%	-5.0%	8.0%	3.0%	i	-10.3%	-9.4%
CCCCCCCN=CC1=C(O)CC(c2ccccc2)CC1=O (stereo not drawn)	7.5%	-16.8%	-0.5%	-2.8%	-9.1%	-6.2%	17.8%	10.5%
O=C(Nc1ccc(F)cc1)c1ccccc1Oc1ccc(C(F)(F)F)cc1[N+](=O)[O-]	·	22.4µM*	14.1µM*	-8.8%	1.8%	-35.1%[inhibitor]	-24.5%	-27.8%
O=C1CC(c2ccccc2Cl)CC(O)=C1C=Nc1ccccc1 (stereo not drawn)	6.1%	12.9%	9.4%	3.1%	-2.9%	-21.2%	-10.0%	5.1%
O=C(Cc1coc2ccc3ccccc3c12)Nc1nccs1	54.6%	26.9%	2.2%	13.6%	-4.7%	-4.4%[57.5 µM]	-12.9%	-2.1%
Cc1ccc(-c2nnc(N(C)C(=O)C3CCCO3)s2)cn1 (stereo not drawn)	34.4%	-3.5%	2.4%	0.7%	-5.1%	i	-3.2%	2.2%
CCOC(=O)C1=C(N)OC2=C(C(=O)CC(C)(C)C2)C1c1ccco1 (stereo not drawn)	7.9%	-5.8%	5.5%	10.4%	6.7%	-4.6%[57.5 µM]	-1.9%	-9.0%
CCN(CC(=O)Nc1c(F)cccc1F)C(=O)/C=C/c1ccc(Br)s1	6.6%	?	-9.7%	3.1%	-43.5%[inhibitor]	-10.5%	-4.9%	-7.5%
COc1cccc(/C=N/NC(=O)C[n+]2ccccc2)c1OC	-5.3%	-12.9%	15.6%	-4.8%	-7.2%	i	-5.4%	11.1%
CCc1ccc(NC(=O)Cn2nnc(C(=O)NCc3ccc4c(c3)OCO4)c2N)cc1	12.1%	-1.3%	-4.6%	-8.7%	0.9%	-1.9%	-11.2%	-1.9%
NS(=O)(=O)c1cc(C(=O)OC2CCOC2=O)ccc1Cl (stereo not drawn)	13.8%	-3.5%	-0.3%	8.1%	-7.6%	-18.9%	-9.8%	2.3%
CC(C)NC(=O)c1onc(CSc2ccc(F)c(F)c2)c1C(=O)NC(C)C	22.8%	-6.6%	3.4%	7.9%	-5.1%	-68.2%[inhibitor]	-11.3%	-10.4%
CCOC(=O)N1CCC(N(CCCOC)C(=O)Nc2ccc(CC)cc2)CC1	13.3%	3.0%	-10.2%	7.3%	3.3%	-3.8%[57.5 µM]	8.4%	4.5%
COc1ccc(-n2nnnc2SCC(=O)Nc2cccc(O)c2)cc1	4.6%	11.4%	6.9%	2.2%	-0.1%	-0.9%	4.6%	4.2%
O=C(CCCOc1ccc(Cl)cc1Cl)NN1CCOCC1	·	27.9%	0.7%	5.8%	-0.6%	i	-3.1%	11.8%
O=C(Nc1nccs1)c1ccc2c(c1)C(=O)N(Cc1cccnc1)C2=O	·	-4.9%	7.3%	-7.0%	1.6%	-26.2%	-22.3%	7.4%
CN1CCN(NC(=O)/C=C/c2cccc(Cl)c2)CC1	2.8%	2.1%	2.3%	6.0%	14.3%	-12.6%	-17.4%	-12.5%
N#Cc1cc2c(nc1SCC(=O)N1CCCCC1)CCCC2	1.4%	-1.1%	3.0%	-1.4%	2.0%	-6.2%	24.6%	10.3%
O=C(Nc1ccccc1F)c1ccc(CN2CCc3ccccc3C2)cc1	6.5%	11.1%	2.6%	17.2%	10.8%	-33.4%[inhibitor]	-8.8%	-3.4%
Cn1c(SCC(=O)NCCNC(=O)CSc2nnc(C(F)(F)F)n2C)nnc1C(F)(F)F	-12.2%	-5.9%	-0.6%	0.0%[15.6 µM]	-3.3%	-0.8%[57.5 µM]	10.8%	7.5%
CCOC(=O)c1[nH]c2ccc(Br)cc2c1NC(=O)CCN1CCC(C(=O)OCC)CC1	-5.2%	-6.3%	1.7%	6.4%	1.3%	-10.4%[57.5 µM]	4.7%	4.2%
CC(C)OC(=O)CSc1nnc(-c2cccnc2)n1Cc1ccccc1	24.3%	-23.7%	-0.7%	8.5%	1.3%	24.3%[57.5 µM]	-6.5%	-7.0%[57.1 µM]
S=C(NCc1ccccc1)N1CCn2cccc2C1c1cccnc1 (stereo not drawn)	14.7%	-0.2%	2.9%	-1.7%	11.1%	-3.5%	-11.4%	-19.1%
Cc1cc(C(=O)CSc2nnc(-c3ccco3)o2)c(C)n1CC1COc2ccccc2O1 (stereo not drawn)	31.5%	13.0%	9.0%	0.2%	3.5%	-13.9%[57.5 µM]	10.9%	5.1%
Cc1ccc(OCCn2cc(C(=O)O)c3ccccc32)cc1	0.8%	-18.6%	-0.4%	11.4%	-0.9%	i	-22.3%	4.6%
Nc1ncnc2oc(-c3ccco3)c(-c3ccco3)c12	12.8%	-17.1%	12.6µM*	0.1%	5.9%	i	?	3.2%
CSCCC(NC(=O)c1ccccc1C)C(=O)O (stereo not drawn)	3.6%	-6.0%	3.2%	5.2%	5.8%	i	-3.8%	4.7%
N/C(=N\N=C\c1ccc([N+](=O)[O-])cc1)c1nonc1N	-2.9%	-13.6%[1.82 µM]	4.6%	7.5%	-3.1%	i	-16.2%	1.7%
CCC(Sc1nc(C)cc(C)n1)C(=O)Nc1nccs1 (stereo not drawn)	8.1%	11.0%	0.1%	5.2%	5.7%	i	-1.9%	-9.5%
Cc1ccc(C)c(NC(=O)CSc2nnc(C3CCCCC3)o2)c1	11.5%	3.8%	1.7%	0.4%	-0.8%	i	0.1%	1.0%

No new results follow: an excerpt of the list.
SMILES	FUS suppressor	TDP43 rescue	aSyn rescue	EPAC2 agonist	EPAC1 ag	PTHR1 ag	EPAC1 antag	EPAC2 antag
N/C(=N\N=C\c1ccc([N+](=O)[O-])cc1)c1nonc1N	-2.9%	-13.6%[1.82 µM]	4.6%	7.5%	-3.1%	i	-16.2%	1.7%
CCC(Sc1nc(C)cc(C)n1)C(=O)Nc1nccs1 (stereo not drawn)	8.1%	11.0%	0.1%	5.2%	5.7%	i	-1.9%	-9.5%
Cc1ccc(C)c(NC(=O)CSc2nnc(C3CCCCC3)o2)c1	11.5%	3.8%	1.7%	0.4%	-0.8%	i	0.1%	1.0%

Continued:
SMILES	FUS suppressor	TDP43 rescue	aSyn rescue	EPAC2 agonist	EPAC1 ag	PTHR1 ag	EPAC1 antag	EPAC2 antag
O=C(c1cc(-c2ccc(Br)cc2)nc2ccccc12)N1CCN(c2ccccc2O)CC1	?	-5.9%	-2.9%	6.2%	-5.6%	-20.5%	-2.8%	1.3%
CC(C)Sc1nc2ccccc2n1CC(=O)NCc1ccc2c(c1)OCO2	23.3%	4.5%	-2.7%	5.6%	3.6%	-4.1%	-0.5%	1.0%
CSc1ncnc2c1ncn2CCCNCC(C)c1ccccc1 (stereo not drawn)	-3.3%	0.0%	2.1%	7.0%	2.0%	i	1.3%	6.0%
Cc1ccc(S(=O)(=O)N2CCOCC2)cc1NC(=O)COc1cccc(-n2cnnn2)c1	·	-5.5%	-10.3%	-3.3%	4.2%	i	4.3%	10.6%
COc1ccccc1-n1cnc2sc(-c3ccccc3)cc2c1=O	·	1.8%	13.3%	-3.5%	-2.3%	-28.1%	-11.7%	1.9%
CN(C)CCC(=O)C(Cc1ccccc1)c1ccccc1 (stereo not drawn)	-3.0%	-21.0%	-13.1%	6.9%	12.9%	-3.9%	-22.7%	-3.8%
CC(C)(C)CN1CCNC(=O)C1CC(=O)NCc1cccc(-n2cccn2)c1 (stereo not drawn)	9.6%	-11.9%	-1.8%	-5.9%	-9.5%	i	0.3%	9.2%
COc1ccc(C)cc1NC(=O)CCNS(=O)(=O)c1ccc2c(c1)CCC(=O)N2	-0.9%	6.6%	-6.1%	1.6%	-2.7%	i	-3.7%	8.6%
CCCCc1cc(=O)oc2cc(C)cc(OC(C)C(=O)NCc3ccncc3)c12 (stereo not drawn)	5.6%	-1.1%	3.5%	-3.1%	8.5%	-23.6%	17.3%	-12.6%
COc1ccc2nc(NC(=O)C3CCN(S(=O)(=O)c4cccs4)CC3)sc2c1	?	-16.0%	5.0%	10.2%	9.9%	-12.2%[57.5 µM]	-1.3%	-2.0%
CN(C)S(=O)(=O)N1CCN(c2ccccc2Cl)CC1	7.0%	6.8%	5.4%	-0.9%	9.4%	i	7.4%	-3.6%
CCOC(=O)N1CCC(NC(=O)C2CCN(S(=O)(=O)c3cccc4cccnc34)CC2)CC1	-14.2%	-8.9%	-0.2%	1.8%	-1.6%	-1.6%	-7.4%	-8.8%
CC1(C)CC(C(=O)NCCC(c2ccccc2)c2ccco2)CCO1 (stereo not drawn)	19.1%	-6.3%	1.0%	4.6%	-1.8%	-10.4%	-13.9%	-2.6%
N#Cc1nc(-c2ccc(OCc3ccccc3)cc2)oc1N1CCC(C(N)=O)CC1	-5.8%	-2.2%	-1.1%&12.5%	-19.9%	-0.3%	i	-13.7%	0.0%[57.1 µM]
C[C@H](CO)N1C[C@H](C)[C@@H](CN(C)S(=O)(=O)c2ccccc2)Oc2c(NC(=O)Nc3ccc4c(c3)OCO4)cccc2C1=O	?	-6.2%	4.5%	-2.7%	-8.0%	-1.5%	-7.7%	-2.0%
CSCCC(NC(=O)c1ccc([N+](=O)[O-])cc1Cl)C(=O)OCC(=O)C12CC3CC(CC(C3)C1)C2 (stereo not drawn)	28.2%	19.5%	4.0%	-0.7%	3.8%	i	-20.1%	5.9%
Nc1cccc(Oc2cnccn2)c1	-28.0%	11.4%	1.3%	4.2%	1.0%	i	5.3%	4.5%
CCn1cc(C(=O)N2CCc3ccccc32)c(=O)c2cc(S(=O)(=O)N3CCCCCC3)ccc21	?	-13.7%	0.5%	19.1%	16.7%	-13.3%[57.5 µM]	3.6%	-2.8%
Cc1nc2ccc(-c3nc4ccccc4[nH]3)cc2[nH]1	20.2%	-11.8%	-16.2%	3.1%	-3.6%	-11.9%	1.5%	1.0%
O=C(C1CC12CCCC2)N1CCC(CO)(Cc2ccccc2Cl)CC1 (stereo not drawn)	40.4%	1.3%	17.4%	-1.4%	1.3%	-23.1%	9.3%	-13.2%
O=C(CCCNS(=O)(=O)c1ccc(Br)cc1)N1CC[C@@]2(O)CCCC[C@H]2C1	12.8%	6.6%	-1.9%	11.2%	15.0%	-12.8%	0.2%	-0.5%
CCc1nc2ccc(C(=O)N3CCN(c4ccccc4)CC3)cn2c1N(C)CCCc1ccccc1	22.0%	?	10.4%	12.5%	13.7%	-16.3%	-13.2%	-9.7%
O=C(CC[C@H]1O[C@@H](n2ccc(=O)[nH]c2=O)[C@H](O)[C@@H]1O)NCc1ccccc1	-15.6%	-11.2%	-4.0%	7.3%	9.5%	-0.1%	0.3%	10.9%
